Dynein transport: blocks dynein driven cargo transport along microtubules; 3617.4 mouse cells, GR-EGFP nuclear translocation imaging; test concentration mostly 20 µM; stimulated with dexamethasone, 1 µM; hits give low values; z-score, hits read low; actives 0.47% (n = 220,000); AID 1381;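 active = plate z-score of nuclear minus cytoplasmic receptor signal below a set negative limit, without overly bright fluorescence or cell loss, cut at about -3.5 in these data, passing the limit was not always enough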;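 also: z-score of nuclear minus cytoplasmic ring GR-EGFP intensity difference per well; some compounds called inactive have numbers as strong as hits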
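Medium: Induction medium lacking tetracycline, stripped serum | Probe or stimulus: 1.0 µM final dexamethasone stimulus | Schedule: 48 h induction, then 1 h compound, then 30 min agonist, 37 °C | Signal: Automated 10x imaging of fixed Hoechst-stained cells | Evaluation: Per-cell GR-EGFP intensity, nucleus versus surrounding cytoplasmic ring, well-averaged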
P. falciparum M1AAP: P. falciparum M1AAP inhibitors, biochemical, fluorogenic H-Leu-NHMec substrate, 1536-well (AID 1445). one-dose inhibition, % at 30 µM; IC50 in µM for titrated hits. actives 0.42% (n = 220,000). recombinant M1AAP, H-Leu-NHMec fluorogenic kinetic assay; higher % means a stronger effect;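 active = primary inhibition above the hit cutoff, then over 50% inhibition at one or more dose response concentrations, cut at about 23% in these data, passing the limit was not always enough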;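 also: plate controls were DMSO full reaction for no effect and no enzyme background for full effect; strong numbers were not always called active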
Autophagy HCS: autophagy modulation, high-content screen. actives 0.98% (n = 190,000). AID 463193. calls only at 10 µM (by protocol). MEF GFP-LC3 puncta imaging; test concentration mostly 10 µM;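 active = percentage of spot-positive cells more than 3 SD above its plate mean, without a fluorescence outlier flag or 80% toxicity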;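 also: spot-positive cell cutoff set from DMSO-treated cells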
Insulin prom up: MIN6 insulin promoter up-regulation; MIN6 insulin promoter-GFP reporter, high-content imaging; hits give high values; z-score at 5 µM; actives 0.3% (n = 190,000); AID 1625;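 active = z-score above 3 at 5 µM with at least 500 cells counted in the well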
Yfh1-off respiration: mitochondrial function rescue without frataxin homolog – Friedreich's ataxia, plus single-dose screen, dose response (AID 1465) | S. cerevisiae Yfh1-off respiration, WST-1 reduction, 72 h; higher fold induction means a stronger effect | fold induction at 50 µM, or EC50 in µM where a hit was titrated | actives 0.074% (n = 220,000);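 active = fold induction of absorbance versus untreated yeast above a set limit, then at least 30% activation at any dose in follow-up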;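 also: activators that raise dye reduction in frataxin-depleted yeast; strong numbers were not always called active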
CSM14.1 death rescue: protection against thapsigargin-triggered cell killing – 384-well, CSM14.1, ATP luminescence, primary screen (AID 1222); 190,000 tested, under 10 active; CSM14.1 thapsigargin-induced death rescue, ATP luminescence; higher % means a stronger effect; cellular ATP content (survival), % at 20 µM; hits with a dose series show EC50 in µM;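 active = EC50 below 50 µM in the dose-response confirmation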;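 also: death triggered by thapsigargin at about 15 µM added after 2 h compound pretreatment; cell ATP read after overnight thapsigargin exposure of roughly 18 to 22 hours; normalized against plate controls of thapsigargin alone and 5% DMSO vehicle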
M17LAP inhibition: P. falciparum M17LAP inhibitors, primary screen, biochemical, fluorogenic H-Leu-NHMec substrate, 1536-well (AID 1619); recombinant M17LAP, H-Leu-NHMec fluorogenic kinetic assay; higher % means a stronger effect; inhibition, % at 30 µM, or IC50 in µM where a hit was titrated; actives 0.38% (n = 220,000);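 active = compound inhibiting the enzyme by more than half at any dose during confirmatory dose-response retesting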;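 also: plate controls were full reaction with DMSO carrier for no effect and no enzyme background for full effect; strong numbers were not always called active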
MT stabilize HCS: microtubule stabilizers in HeLa cells. HeLa tubulin immunostaining HCS, 24 h; share of cells brighter than vehicle mean+2SD. % tubulin-high responders, % at 10 µM. actives 0.83% (n = 200,000);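 active = plate Z-score above 3 for both tubulin-high and condensed-nucleus cell shares, with cell loss under 80%, at 10 µM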;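 also: anti alpha tubulin signal scored within the nucleus-defined area of each cell; some results filed as inactive read as strong as hits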
Hep lipid drop: modulators of hepatic lipid droplet formation; inhibition, % at 6.5 µM; AML12 mouse hepatocytes, oleate lipid droplets, BODIPY imaging; actives 0.4% (n = 240,000);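 active = lipid droplet intensity inhibited by at least 50%, with more than 500 cells counted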
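Assay system: AML12 hepatocytes (mouse); Probe or stimulus: oleic acid at 100 µM to induce lipid droplet formation; Dosing: compound at 6.5 µM only; Schedule: compound with oleate, overnight; Detection: fluorescence imaging, 20x objective, two fields per well; Measure: % inhibition of lipid droplet signal.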
Dynein transport cytoplasmic EGFP: second read-out of Dynein transport, no call of its own (marks repeat the call); z-score; measured here: cytoplasmic GR-EGFP intensity; hits give high values
Dynein transport nuclear GR-EGFP: second read-out of Dynein transport, no call of its own (marks repeat the call); z-score; measured here: nuclear GR-EGFP intensity;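 lower value marks the stronger effect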
Dynein transport cell count: also measured in Dynein transport; calls as there; z-score; measured here: cell count per field
Insulin prom up cell count: second read-out of Insulin prom up, no call of its own (marks repeat the call); cell count; measured here: cytotoxicity, nuclei count;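 total cells summed across four imaged fields per well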
Hep lipid drop cells 6.5 µM: also measured in Hep lipid drop; calls as there; cell count; measured here: cell count, cytotoxicity flag;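 cells counted across two imaged fields per well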
MT stabilize HCS Hoechst-high %: also measured in MT stabilize HCS; calls as there; % Hoechst-high responders; measured here: nuclear condensation Hoechst responders;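 share of cells brighter than vehicle mean plus two SD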
MT stabilize HCS cytotoxicity %: also measured in MT stabilize HCS; calls as there; toxicity, %; measured here: cytotoxicity by cell density;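 0% = mean cell density of plate MIN control wells and 100% = no cells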
Autophagy HCS cell loss 18 h: recorded beside Autophagy HCS, whose call it bears; toxicity, %; measured here: cell loss, nuclei count;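 cell loss after 18 h compound exposure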
* = called active by the depositor; i = inactive; / = not tested or not shown.

Values run as follows: MT stabilize HCS cytotoxicity %	Hep lipid drop	Insulin prom up cell count	MT stabilize HCS	Dynein transport cytoplasmic EGFP	M17LAP inhibition	Autophagy HCS cell loss 18 h	Yfh1-off respiration	Hep lipid drop cells 6.5 µM	Insulin prom up	MT stabilize HCS Hoechst-high %	CSM14.1 death rescue	Dynein transport	P. falciparum M1AAP	Dynein transport nuclear GR-EGFP	Dynein transport cell count	Autophagy HCS
CCOc1cc(NC(=S)NCC2CCCO2)c(OCC)cc1NC(=O)CC(C)C (centres undefined)
 : 7.7	-4	1372	3.4	-0.23	/	-6	i	723	-0.11	1.4	0.2%	-0.88	/	-0.12	1.1	i
O=C(O)c1ccc(N/N=C/c2cn(Cc3ccccc3F)c3ccccc23)cc1
 : /	-2	983	/	-0.25	2%	/	i	705	-0.21	/	/	0.18	8%	0.17	0.21	/
CCOc1ccc(NC(=O)CCC(=O)N/N=C/c2ccc3c(c2)OCO3)cc1
 : 3.6	3	/	3.8	-0.16	-7%	15	i	704	/	1.5	-2.2%	-0.72	-2%	-0.29	0.45	i
C=CCc1ccccc1OCC(CN1CCCCC1)OC(C)=O (centres undefined)
 : 4.0	-9	1326	6.3	-0.27	-4%	-17	i	714	-0.39	2.6	-2.0%	-1.2	0%	-0.46	-0.26	i
NC1=NC(=O)C(Cc2cccc(Cl)c2Cl)S1 (centres undefined)
 : 0.1	0	1175	3.1	-0.094	8%	-11	i	587	-0.4	2.5	-2.6%	0.66	-3%	0.32	0.098	i
O=C(NCc1ccc2c(c1)OCO2)c1ccc(S(=O)(=O)C(F)F)cc1
 : 2.4	4	1442	1.8	0.11	-1%	10	i	725	-0.27	2.6	5.8%	-0.5	2%	-0.59	0.27	i
COc1cc(SC)ccc1C(=O)NC(C)C
 : 4.5	4	1604	3.1	-0.31	0%	-30	i	703	-0.87	2.9	-1.9%	0.048	0%	0.23	0.69	i
O=C(CSc1ccccc1)Nc1ccc(C(=O)Nc2cccc(O)c2)cc1
 : 3.9	-3	1408	1.5	-0.17	-3%	34	i	717	-0.04	1.1	0.0%	-0.3	3%	-0.17	0.77	i
Cc1oncc1-c1csc(-c2ccccc2Cl)n1
 : 13	22	1532	9.7	-0.29	-5%	16	i	655	-0.47	1.4	0.2%	-0.17	-3%	0.045	1.1	i
CC1=CC(C)(C)Nc2ccc(OC(=O)C(C)N3C(=O)c4ccccc4C3=O)cc21 (centres undefined)
 : 8.8	16	1719	3.3	-0.029	9%	7	i	540	0.17	3.1	-1.2%	0.67	10%	1	-0.048	i
COc1cc(OC)c2c(O)c3c(c(-c4c5c(c(O)c6c(OC)cc(OC)cc46)CO[C@@H](C)[C@H]5O)c2c1)[C@H](O)[C@H](C)OC3
 : 6.9	5	1358	1.0	1.2*	6%	-14	i	722	0.09	0.9	0.2%	-4.5*	6%	-2.4*	-0.087*	i
COc1cc2c(cc1OC)CN(C(=O)NS(=O)(=O)c1ccc(C)cc1)CC2
 : 6.0	/	1019	4.8	-0.21	-15%	-6	i	/	1.4	2.3	-3.2%	-0.32	2%	-0.049	0.73	i
N#Cc1cc2c([nH]c1=S)CCCC2
 : 2.6	-1	1179	4.1	-0.21	19%	-50	i	780	0.59	3.4	-1.5%	-0.72	6%	0.48	-0.22	i
COc1cccc(NC(=O)C2C3CC4OC(=O)C2C4C3)c1 (centres undefined)
 : 1.6	-3	1312	2.5	-0.27	8%	-1	i	752	-0.43	1.7	4.2%	0.56	-1%	0.19	-0.23	i
O=C(N/N=C/c1ccncc1)c1cccc(N/N=C/c2ccncc2)c1
 : 5.0	-2	1204	5.4	-0.3	4%	9	i	679	-0.09	1.5	1.6%	-0.086	10%	0.39	0.67	i
COc1ccc2c(c1)CCc1c(C(=O)N3CCOCC3)noc1-2
 : 15	-5	1897	1.6	-0.3	2%	11	i	649	0.38	2.5	-1.1%	-0.32	4%	-0.27	0.39	i
O=[N+]([O-])c1ccc(NC(=S)NCCc2ccc(F)cc2)cc1
 : 11	2	1279	1.3	-0.27	-4%	-8	i	619	-1.1	0.7	-2.8%	0.1	3%	-0.096	0.54	i
O=C(COC(=O)c1ccc(S(=O)(=O)N2CCCC2)cc1)NCc1ccc(Cl)cc1
 : 9.0	12	812	0.8	0.15	13%	-2	i	786	-0.1	1.4	-0.7%	-0.77	5%	-0.079	0.29	i
O=C(N/N=C/c1ccc(OC(F)F)cc1)C1=COCCO1
 : 1.8	6	1479	1.5	-0.21	14%	7	i	678	-0.43	1.9	-3.0%	-1.1	2%	-0.59	0.51	i
N#CCC1c2ccccc2CCN1C(=O)Nc1cccc(C(F)(F)F)c1 (centres undefined)
 : 7.9	/	/	2.1	-0.22	1%	-18	i	/	/	3.0	-3.5%	-0.29	9%	0.14	1.1	i
Cc1nn(C)cc1CNC(=O)CCC(=O)O
 : 7.6	/	/	4.9	-0.22	9%	9	i	/	/	2.2	-0.2%	-0.75	7%	-0.16	0.55	i
COc1cccc(NC(=S)Nc2ccc(O)cc2)c1
 : /	8	1088	/	-0.78	13%	/	i	406	-0.43	/	/	-0.35	15%	-0.0039	-0.37	/
COc1ccc(NC(C)=O)c2nc(C)c(C)nc12
 : 1.4	/	1315	3.7	-0.33	12%	6	i	/	0.71	1.6	-1.8%	1.2	5%	0.33	0.24	i
Cc1c(C(=O)O)c2cc(O)ccc2n1-c1ccccc1
 : 5.2	10	1253	7.0	0.24	41%	14	i	762	0.11	2.6	-2.3%	2.9	1%	2.3	-1.4	i
Cc1ccc(-n2nc(C)cc2Nc2ncc(Cl)cc2Cl)cc1
 : 4.7	-7	1586	4.8	-0.25	12%	5	i	587	0.23	1.9	-1.1%	0.33	31%	0.086	0.25	i
Cc1nc2ccc(S(=O)(=O)NC(C(=O)NCc3cccs3)C(C)C)cc2s1 (centres undefined)
 : 6.8	13	1098	7.2	-0.21	-2%	-8	i	647	-1.5	2.4	/	-0.09	4%	0.28	-0.048	i
O=S(=O)(N1CCOCC1)N1CCCN(S(=O)(=O)N2CCOCC2)CC1
 : 4.3	2	1227	2.2	-0.23	0%	5	i	772	0.89	3.8	-2.4%	1.5	-8%	1.1	-0.15	i
COc1ccc(C(=O)/C(=C\c2ccco2)N2C=CC=CC2=C(C#N)C#N)cc1
 : 36	/	930	12	0.013	-7%	38	i	/	0.81	53	35%	0.1	16%	0.31	-0.86	i
COc1ccc2cc(C(=O)C3CCCN(C(=O)CCc4ccccn4)C3)ccc2c1 (centres undefined)
 : 8.3	4	1363	4.0	-0.34	-119%	-1	i	690	-0.38	1.5	1.3%	-0.72	10%	-0.84	0.82	i
CC(NCc1ccc(F)cc1)C(=O)Nc1cc(S(=O)(=O)N2CCCCC2)ccc1Cl (centres undefined)
 : 5.8	-17	1311	3.5	-0.29	-4%	4	i	715	-1	3.1	-0.9%	2.3	3%	1.4	-0.95	i
Cc1ccc(-c2c(C#N)c(N)n(-c3ccc(C)cc3)c(=O)c2C#N)cc1
 : 4.2	1	639	2.4	-0.024	7%	-7	i	709	-0.01	2.0	2.5%	1.7	2%	1.1	-1.8	i
COc1ccc(CCN2C(=O)C3C4CC(C5C(C(N)=O)=NOC45)C3C2=O)cc1OC (centres undefined)
 : 5.4	-1	983	1.6	0.18	1%	11	i	711	-0.65	1.2	-1.2%	0.36	-1%	0.45	-1.6	i
O=C(O)c1ccc(CSc2nnc(-c3ccccc3)n2-c2ccccc2)cc1
 : /	18	/	/	-0.24	10%	/	i	748	/	/	/	-0.85	9%	-0.42	1.1	/
NC(=S)N/N=C/c1ccc(-c2cc(Cl)ccc2Cl)o1
 : 8.3	0	836	2.5	-0.27	-10%	6	i	772	-0.25	1.1	-0.7%	0.53	10%	0.77	0.83	i
Fc1ccc(OCCOCCNCC2CCCO2)cc1 (centres undefined)
 : 3.5	-26	/	2.4	-0.25	-17%	-5	i	776	/	1.4	-0.5%	-0.81	1%	-0.46	0.42	i
O=C(CCC1CC(=O)Nc2ccccc21)NCc1ccccc1 (centres undefined)
 : 6.4	22	654	2.4	-0.064	1%	4	i	794	1.3	1.5	-0.6%	-0.38	0%	0.15	0.23	i
S=c1[nH]nc(-c2ccncc2)n1Cc1ccccc1
 : 5.4	/	1258	2.7	-0.11	-29%	9	i	/	0.5	1.7	1.7%	-0.4	6%	-0.3	1.1	i
O=C1NC2(CCC3(CC2)OCCO3)NN1c1ccc(Cl)cc1
 : 0.6	-6	1215	1.8	-0.068	-12%	-7	/	721	-0.62	2.2	-1.8%	-0.65	4%	-0.27	-0.18	i
CCc1ccccc1NC(=O)c1cnc2n(c1=O)CCS2
 : 5.3	26	1423	3.9	-0.26	-14%	/	i	678	-0.37	1.1	/	-0.74	5%	-0.21	0.31	/
CCCCNC(=S)N/N=C/c1cccc(OCC)c1O
 : /	-4	1236	/	-0.25	-2%	/	i	733	0.23	/	/	0.2	2%	-0.31	-0.15	/
Cc1ccc(C(=O)/C=C2\NCCNC2=O)cc1
 : 2.8	14	1214	3.0	-0.18	34%	-4	i	746	0.01	2.2	-3.5%	0.8	-6%	-0.19	-0.4	i
